# From PubChem BioAssay
# M4 antag – antagonists of human muscarinic M4 receptor (CHRM4); P08173; CHO-hM4 cells, ACh EC80, Fluo-8 calcium fluorescence; inhibition, % at 3 µM; 360,000 tested, 0.73% active; AID 624125;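 active = inhibition above its plate's cutoff, the mean inhibition of sample wells plus 3 SD, cut at about 27% in these data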;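 also: 0% = acetylcholine EC80 with DMSO and 100% = DMSO without agonist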
# Target sequence (P08173 whole entry, looked up): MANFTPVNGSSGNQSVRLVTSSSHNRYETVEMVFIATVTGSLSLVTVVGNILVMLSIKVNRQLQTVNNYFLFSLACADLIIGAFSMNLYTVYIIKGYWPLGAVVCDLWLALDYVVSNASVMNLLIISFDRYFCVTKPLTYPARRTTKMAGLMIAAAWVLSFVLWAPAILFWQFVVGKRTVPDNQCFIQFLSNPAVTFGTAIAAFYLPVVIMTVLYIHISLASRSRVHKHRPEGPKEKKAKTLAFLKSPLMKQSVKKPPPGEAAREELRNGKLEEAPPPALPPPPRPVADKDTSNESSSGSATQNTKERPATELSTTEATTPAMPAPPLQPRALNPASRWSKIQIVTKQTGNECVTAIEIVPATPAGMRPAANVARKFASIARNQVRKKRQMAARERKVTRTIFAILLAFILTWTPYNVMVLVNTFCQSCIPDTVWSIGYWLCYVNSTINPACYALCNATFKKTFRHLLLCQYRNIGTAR
# CHRM5 PAM – positive allosteric modulators of human muscarinic M5 receptor | CHO-K1 hM5, Fluo-8 calcium, ACh EC20 PAM; 0% = ACh EC20, 100% = ACh EC100 | activation, % at 3 µM | 360,000 tested, 0.3% active;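 active = activation above the run cutoff, the mean activation of all test compounds plus 3 SD, cut at about 18% in these data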
# Target sequence (P08912 whole entry, looked up): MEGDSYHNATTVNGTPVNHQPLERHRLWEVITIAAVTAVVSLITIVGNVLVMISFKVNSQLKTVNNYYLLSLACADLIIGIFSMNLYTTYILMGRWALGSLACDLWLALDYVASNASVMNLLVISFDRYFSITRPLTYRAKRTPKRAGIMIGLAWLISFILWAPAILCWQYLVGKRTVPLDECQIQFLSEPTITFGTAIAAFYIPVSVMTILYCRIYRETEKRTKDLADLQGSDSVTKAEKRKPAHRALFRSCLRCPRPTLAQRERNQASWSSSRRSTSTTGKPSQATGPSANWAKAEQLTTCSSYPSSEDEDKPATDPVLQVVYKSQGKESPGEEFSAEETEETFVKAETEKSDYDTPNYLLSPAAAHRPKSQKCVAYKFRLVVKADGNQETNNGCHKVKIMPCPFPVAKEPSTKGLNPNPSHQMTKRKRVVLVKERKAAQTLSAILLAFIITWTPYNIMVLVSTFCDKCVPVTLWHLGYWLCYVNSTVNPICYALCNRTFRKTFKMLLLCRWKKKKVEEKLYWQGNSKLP
#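 system = human M5 receptor in CHO-K1 cells | compound = one concentration, 3 µM final (nominal) | schedule = Post-acetylcholine fluorescence recording 140 s | signal = Fluo-8 calcium dye fluorescence, kinetic read | benchmarks = low control EC20 acetylcholine (0%), high control EC100 acetylcholine (100%) | repeats = singlicate, one well per test compound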
# CHRM4 PAM – potentiates acetylcholine response at human M4 receptor. CHO-K1 hM4/Gqi5, Fluo-8 calcium fluorescence, ACh EC20; 0% = ACh EC20, 100% = maximal ACh. activation, % at 3 µM. P08173. 360,000 tested, 0.4% active;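 active = activation above its plate's cutoff, the mean activation of sample wells plus 3 SD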; also: some results filed as inactive read as strong as hits
# M5 antag – antagonists of human muscarinic M5 receptor (CHRM5); P08912; CHO-hM5 cells, Fluo-8 calcium fluorescence, ACh EC80; inhibition, % at 3 µM; 360,000 tested, 0.59% active; AID 624040;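 active = inhibition above a per-plate cutoff, the mean of that plate's test compounds plus 3 SD, cut at about 27% in these data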;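 also: 0% = acetylcholine EC80 with DMSO and 100% = DMSO without agonist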
# M4 ag – agonists of human muscarinic M4 receptor (CHRM4); P08173; CHO-K1 hM4/Gqi5, Fluo-8 calcium fluorescence; vehicle 0%, full acetylcholine response 100%; activation, % at 3 µM; 360,000 tested, 0.14% active; AID 624127;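 active = activation above the run mean over all test wells plus 3 SD, cut at about 32% in these data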;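 also: peak over basal fluorescence ratio per well then scaled between controls; 0% = DMSO wells and 100% = acetylcholine at EC100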
# CRFBP-R2 agonist – CRF-BP/CRF-R2 complex agonism. HEK293 CRF-R2/CRF-BP, calcium dye fluorescence (FLIPR); percent of saturating CRF peptide response. activation, % at 13.2 µM. 350,000 tested, 0.46% active. AID 588473;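 active = activation of at least 50%, plus an integration ratio under a set limit after plate pattern correction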;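 also: plate controls were neutral control wells without compound for no effect and CRF at EC100 for full effect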
# CHRM5 agonist – agonists of human muscarinic M5 receptor (CHRM5); P08912; CHO-K1 hM5 cells, Fluo-8 calcium fluorescence; 0% DMSO wells, 100% maximal acetylcholine response; activation, % at 3 µM; 360,000 tested, 0.19% active;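 active = activation above the run's mean over test compounds plus 3 SD, cut at about 23% in these data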;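 also: signal is peak over basal fluorescence ratio across the kinetic read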
# M1 PAM – human CHRM1 positive allosteric modulation. AID 588819. activation, % at 3 µM. P11229. 360,000 tested, 0.088% active. CHO-K1 hM1, Fluo-8 calcium fluorescence, ACh EC20; 0% = ACh EC20, 100% = maximal ACh; in the data active = activation above about 19%, passing the limit was not always enough
# CRFR2-BP antag – antagonists of CRF-binding protein/CRF-R2 receptor complex; 350,000 tested, 0.59% active; HEK293 CRF-R2/CRF-BP, CRF-induced calcium fluorescence; inhibition, % at 11.8 µM;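 active = inhibition of the ligand-induced calcium signal above about 50% at the single tested concentration, limit read from the data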
# Numbers without * were called inactive; . = no result given.
M1 PAM,CHRM4 PAM,M4 ag,CRFBP-R2 agonist,M5 antag,M4 antag,CHRM5 agonist,CHRM5 PAM,CRFR2-BP antag,SMILES
.,-7,1,.,8,4,-6,-8,.,COc1ccc(-c2ccc(N3C(c4cc(OC)cc(OC)c4)=Cc4ccc(OC)cc4C3CC(C)=O)cc2)cc1 (stereo not drawn)
-1,-9,10,-1.9,8,-3,2,-8,-6,Cc1cccc(NC(=O)Nc2ccc3c(c2)N(C)C(=O)CS3)n1
-4,-6,0,0.5,-7,-6,-7,-6,87*,O=C(/C=C/c1ccco1)OCc1nnc(-c2ccc(Cl)cc2)o1
2,7,3,-1.3,3,-10,0,-2,-2,CC(C)C(=O)N/N=C/c1ccc(OCc2ccccc2)cc1
10,2,1,-0.6,-1,1,-1,1,0,Cc1nnc(NC(=O)CSc2nc3c(c(=O)n(C)c(=O)n3C)n2C(C)C)s1
1,-3,8,-1.5,9,-4,1,-6,-1,COc1ccc(-c2cc(C(=O)NCC3CCCO3)c3ccccc3n2)cc1 (stereo not drawn)
13,5,0,0.6,-8,12,-2,0,7,COC(=O)CSc1nnc(CNC(=O)c2ccccc2OC)n1C
-2,-10,3,-4.4,-8,-4,-7,-5,23,O=C(c1ccc(S(=O)(=O)N2CCCCCC2)cc1)N(c1ccccn1)C1CCCCC1
7,5,0,-1.9,0,-10,1,7,0,CC[C@H](C)C(=O)N[C@H]1CCCN1C(=O)/C=C/c1ccccc1
8,5,0,-0.7,11,-11,1,-2,35,O=C(O)c1ccccc1NS(=O)(=O)c1ccc(NN=Cc2cccc(Cl)c2)c([N+](=O)[O-])c1
3,2,5,0.7,12,-7,-2,1,-1,COC(=O)/C=C/c1ccccc1CN1[C@@H](CC(=O)OC)c2ccccc2S1(=O)=O
5,2,1,11,-7,-6,-2,6,4,COCCNC(=O)CN1CCC(n2c(C)nc3cc(C(F)(F)F)ccc32)CC1
1,5,1,-0.7,-11,-7,-5,-2,6,CCC(c1nnnn1CCc1ccccc1)N1CCN(c2ccc(OC)cc2)CC1 (stereo not drawn)
5,1,0,-0.6,-4,-5,1,2,-1,Cc1noc(C)c1S(=O)(=O)N(CC(=O)N1CCn2c1nc1ccccc12)c1ccc(C(C)C)cc1
10,17,2,2.1,0,-6,-5,0,3,FC(F)(F)c1cc(CCN2C(=S)NC[C@@H]2CC2CCCCC2)cc(C(F)(F)F)c1
5,-2,0,0.3,-11,5,-4,2,-3,COc1ccccc1NC(=O)CN1CCN(CC(=O)Nc2ccc(F)cc2)CC1
-4,-15,-1,0.0,3,16,-2,-8,18,Cc1cc([N+](=O)[O-])ccc1NCc1ccc2ccccc2c1
6,0,0,0.3,0,-2,1,-4,3,O=C(CSc1nnc2ncccn12)N1CCCCCC1
-6,-4,1,-0.2,3,20,0,4,4,CC1CCCC(NC(=O)c2ccc3c(SCC(=O)O)c4c(nc3c2)CCC4)C1C (stereo not drawn)
-6,6,0,1.8,-3,-11,0,1,-17,CCc1nc(-c2ccc(OC)c(OC)c2)cc2cc(OC)c(OC)cc12
0,-4,1,1.4,-7,-16,-2,1,-2,CC(C)c1ccc(NC(=O)CN2C(=O)COc3ccc(S(=O)(=O)N4CCOCC4)cc32)cc1
12,0,1,0.5,5,4,-4,-7,21,COc1cc(NC(=O)c2ccccc2[N+](=O)[O-])c(C(=O)O)cc1OC
-7,-14,11,4.8,14,6,-2,-25,13,C=CCN(c1ccc(OC)cc1)S(=O)(=O)c1ccc(Cl)c(C(=O)OCC(=O)c2c(N)n(C)c(=O)n(C)c2=O)c1
1,3,-1,-2.5,3,-2,0,-1,15,CCOc1ccc(C(CC(=O)O)NC(=O)c2ccco2)cc1 (stereo not drawn)
0,0,0,1.7,-7,2,-4,1,-17,CC1(C)CC(=O)C2=C(C1)N(c1ccccc1)C(=O)CC2c1ccc(O)cc1 (stereo not drawn)
-14,-12,4,-0.2,2,15,-1,-9,2,Cc1ccc(CNCC(O)(c2ccccc2)c2ccccc2)cc1
-7,-14,1,-1.3,4,6,-2,-2,-17,O=C(NC(=O)c1ccccc1Cl)Nc1ccc(-c2cnco2)cc1
2,-3,5,-1.6,13,0,1,-7,-3,CCCCc1nnc(NC(=O)C2CC(=O)N(c3ccc(C)cc3)C2)s1 (stereo not drawn)
11,-2,0,0.6,1,-2,0,-1,-5,CNC(=O)N(O)C1N(/N=C/c2cc(Br)ccc2O)C(=S)SC1(C)C (stereo not drawn)
12,4,0,-0.2,2,-3,-3,-1,3,Cc1cc(NC(=O)CSCc2ccccc2C)no1
2,0,5,0.4,1,-1,2,-7,-13,Cc1cc(S(=O)(=O)N2CCCC2)ccc1OCC(=O)Nc1ccc(C(N)=O)cc1
13,3,2,0.3,-2,-12,1,0,-11,Oc1ccc(C[C@H]2CNC(=S)N2CC2CCCN2C[C@H](Cc2ccc(O)cc2)N2C[C@H](Cc3ccc(O)cc3)N(CC3CCCCCC3)C2=S)cc1 (stereo partly drawn)
4,-9,0,0.9,2,5,-15,10,6,O=C(c1ccc(CNc2c(N3CCCC3)c(=O)c2=O)cc1)N1CC=C(c2ccccc2)CC1
7,10,3,-1.3,0,3,2,-1,-26,CC1=C(C(N)=O)C(c2cccs2)n2nc(-c3cccc(Cl)c3)nc2N1 (stereo not drawn)
2,0,0,-0.9,3,-3,1,7,5,O=C(CSc1ncnc2sc3c(c12)CCC3)Nc1ccccc1C(=O)O
-2,-4,1,7.2,1,3,0,-2,9,Cc1ccc(C)c(NC(=O)/C(C#N)=C/c2cn(CC(=O)NCc3ccco3)c3ccccc23)c1
-5,-9,1,1.6,2,2,-15,1,-58,CCOc1ccc(N2C(=O)/C(=C\c3ccc(OC)c(O)c3)S(=O)(=O)C2c2cccc([N+](=O)[O-])c2)cc1 (stereo not drawn)
3,4,2,-0.9,-1,-1,0,6,-7,NC(=O)Cn1nc([N+](=O)[O-])nc1Oc1ccccc1F
-1,-3,2,1.4,-11,-13,-2,0,1,CC1(C)CC(=O)C=C(Nc2ccc(Br)cc2F)C1
0,-1,0,.,5,-2,0,-2,.,Cc1cccc(S(=O)(=O)NC(=O)C2(C)CCN2C(=O)c2ccccc2CCc2ccccc2)c1 (stereo not drawn)
4,12,1,-1.7,0,-7,2,5,3,Cc1c(C)c2ccc(OCC(=O)NCCc3c[nH]c4ccccc34)c(C)c2oc1=O
13,16,1,-0.7,16,-2,-2,6,9,C=CCN1c2ccccc2[C@]23C[C@@H](C(=O)OC)N(C(=O)OCC)C2=NC(C(=O)OC)=C(C(=O)OC)[C@H]13
6,3,1,-1.1,4,-3,2,2,-1,COc1ccc(CCNC(=O)Cc2ccc(OC)c(OC)c2)cc1OC
-5,-3,1,0.0,5,1,0,8,-13,Nc1nc(N)nc(COc2ccccc2)n1
10,6,0,-0.4,3,-8,-1,1,19,CCOc1ccc(NC(=O)c2ccncc2)cc1
-6,-2,7,0.0,4,2,4,5,13,COC(=O)C1=C(C(=O)OC)[C@@H]2N(C)c3ccccc3[C@@]23C[C@@H](C(=O)OC)N(C(=O)c2ccc(Br)cc2)C3=N1
0,1,1,0.4,-5,-1,2,0,-18,COc1ncnc2c1ncn2CCCNCCCN1CCCC1=O
5,0,1,-0.6,1,6,-2,-3,10,CC(=O)c1cccc(NC(=O)N2CCOCC2)c1

# In another format: 2 of the compounds above.
structure | M1 PAM | CHRM4 PAM | M4 ag | CRFBP-R2 agonist | M5 antag | M4 antag | CHRM5 agonist | CHRM5 PAM | CRFR2-BP antag
Nc1nc(N)nc(COc2ccccc2)n1 | -5 | -3 | 1 | 0.0 | 5 | 1 | 0 | 8 | -13
COc1ccc(-c2ccc(N3C(c4cc(OC)cc(OC)c4)=Cc4ccc(OC)cc4C3CC(C)=O)cc2)cc1 (stereo not drawn) | . | -7 | 1 | . | 8 | 4 | -6 | -8 | .

# (listing goes on)
M1 PAM,CHRM4 PAM,M4 ag,CRFBP-R2 agonist,M5 antag,M4 antag,CHRM5 agonist,CHRM5 PAM,CRFR2-BP antag,SMILES
14,10,1,0.8,-7,-20,-1,2,-13,Cc1nc2sccn2c(=O)c1S(=O)(=O)NC(C)c1ccccc1 (stereo not drawn)
9,17,1,.,-23,-19,0,16,.,CN1CCN(C(=O)c2cc3c(c(-c4cccc(Br)c4)n2)[C@@H](CCO)N(S(=O)C(C)(C)C)C3)CC1 (stereo partly drawn)
-24,-10,-2,2.2,8,24,-7,-15,5,Cc1ccc2c(c1)[C@H]1[C@H](CO2)[C@H](c2ccccc2)[C@]2(C)C(=O)Nc3cc(F)ccc3C(=O)N12
12,-7,1,0.1,1,-10,-2,3,3,Cc1ccc(-c2ccc(CCC(=O)O)n2-c2ccc(C(=O)O)cc2)cc1
2,10,0,-0.7,0,0,0,3,20,CCc1ccc(OCC(=O)NC(C)(C)C)cc1
3,-4,1,3.3,12,-1,0,2,-12,O=C(CN1CCN(S(=O)(=O)c2ccc(Cl)c(C(F)(F)F)c2)CC1)NC(=O)NC1CCCCC1
12,7,1,1.3,-5,1,0,7,-12,CCOC(=O)NNC(=O)C1CCC(C)CC1 (stereo not drawn)
8,-2,0,0.2,-1,2,-2,5,-6,CCCC(=O)Nc1ccc(C(=O)NCC2CCCO2)cc1 (stereo not drawn)
4,2,0,-2.6,-2,-5,2,4,1,Cc1cc(=O)oc(C)c1C(=O)Nc1cccnc1Cl
1,-6,11,4.0,14,-11,-9,-11,-4,CCOc1cc(Cl)c(S(=O)(=O)NCCCn2ccnc2)cc1Cl

# Filtered by structure: the compounds so far containing fluorine.
M1 PAM,CHRM4 PAM,M4 ag,CRFBP-R2 agonist,M5 antag,M4 antag,CHRM5 agonist,CHRM5 PAM,CRFR2-BP antag,SMILES
5,2,1,11,-7,-6,-2,6,4,COCCNC(=O)CN1CCC(n2c(C)nc3cc(C(F)(F)F)ccc32)CC1
10,17,2,2.1,0,-6,-5,0,3,FC(F)(F)c1cc(CCN2C(=S)NC[C@@H]2CC2CCCCC2)cc(C(F)(F)F)c1
5,-2,0,0.3,-11,5,-4,2,-3,COc1ccccc1NC(=O)CN1CCN(CC(=O)Nc2ccc(F)cc2)CC1
3,4,2,-0.9,-1,-1,0,6,-7,NC(=O)Cn1nc([N+](=O)[O-])nc1Oc1ccccc1F
-1,-3,2,1.4,-11,-13,-2,0,1,CC1(C)CC(=O)C=C(Nc2ccc(Br)cc2F)C1
-24,-10,-2,2.2,8,24,-7,-15,5,Cc1ccc2c(c1)[C@H]1[C@H](CO2)[C@H](c2ccccc2)[C@]2(C)C(=O)Nc3cc(F)ccc3C(=O)N12
3,-4,1,3.3,12,-1,0,2,-12,O=C(CN1CCN(S(=O)(=O)c2ccc(Cl)c(C(F)(F)F)c2)CC1)NC(=O)NC1CCCCC1
